# From PubChem BioAssay
# INS-1E GSIS act – GLuc luminescence reporter in INS-1E cells, primary screen for activators of glucose-dependent secretion of insulin; activation, % at 16.6 µM; INS-1E GLuc reporter insulin secretion, 2-3 h; 0.61% of 370,000 active;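 active means lowest replicate activation of at least 40%, so every replicate reaches that level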;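 further: 0% = median of neutral control wells and 100% = median of IBMX positive control wells; some compounds called inactive have numbers as strong as hits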
# XiGFP reactiv – reactivates the inactive X chromosome in mouse fibroblasts; AID 743238; 0.055% of 360,000 active; activation, % at 7.58 µM; XiGFP mouse fibroblasts, % GFP-positive cells imaging, 3 d; cells co-treated with 5-aza-dC sensitizer; scaled so ellipticine positive control = 100%;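 active means mean normalized replicate activation at least 10% and every replicate at or above 10%; inconclusive means only one of the two criteria met; inactive means mean below 10% and not all replicates reach 10%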;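 further: 0% = median of on-plate neutral control wells and 100% = ellipticine 6 µM median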
#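 Assay system – SV40-immortalized XiGFP fibroblast cells, line 68-5-11 · Buffer or medium – DMEM supplemented with 5-aza-dC as sensitizing agent · Dosing – one concentration, pinned · Benchmarks – positive control ellipticine, 6 µM final · Times – 3 days compound exposure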
# DENV2 CPE – DENV2-induced cell death inhibition; DENV2-infected cells, cytopathic effect rescue, plate reader; CPE inhibition, % at 9.99 µM; 1.7% of 350,000 active; in the data active means CPE inhibition above about 20%, passing the limit was not always enough; inconclusive means no clear call, values can overlap the other calls; tested in BHK-21 cells;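 further: 0% = median of neutral control wells and 100% = median of positive control wells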
# RAD52 anneal inh – blocks human RAD52 DNA annealing | P43351 | recombinant RAD52 DNA annealing, FRET fluorescence | inhibition, % at 18.7 µM | 0.46% of 360,000 active | AID 651710;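 active means every replicate showing at least 50% inhibition; inconclusive means mean inhibition at least 50% but not in every replicate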
# CFTR F508del cor – CFTR F508del correction in bronchial cells; CFBE cells, YFP halide quenching; stimulated with forskolin plus potentiator P3; % fluorescence drop versus neutral controls; activity (quench increase), % at 7.58 µM; 0.36% of 350,000 active; AID 720511;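 active means mean added fluorescence quench of at least 8% versus neutral control, with both replicates also reaching 8%; inconclusive means only one of the mean or replicate conditions met; inactive means mean below 8% and not both replicates reaching 8%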;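 further: cells transiently co-express mutant CFTR-F508del with the halide-sensitive YFP; corrector assay measuring rescue of mutant channel to the surface after 24 h compound exposure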
# RAD54 inh – inhibitors of human RAD54 branch migration; inhibition, % at 10.4 µM; AID 602329; Q92698; 0.14% of 360,000 active; RAD54 Holliday junction branch migration, FAM/BHQ fluorescence;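 active means mean normalized replicate activity at least 40 and at least half of replicates scoring 40 or more; inconclusive means only one of the two criteria met; inactive means mean below 40 and under half of replicates reaching 40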;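 further: 0% = median of neutral control wells and 100% = median of positive control wells; inhibitors cause a drop in the FAM fluorescence signal; in these data hits start at about 50%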
# Target sequence (Q92698 whole entry, looked up): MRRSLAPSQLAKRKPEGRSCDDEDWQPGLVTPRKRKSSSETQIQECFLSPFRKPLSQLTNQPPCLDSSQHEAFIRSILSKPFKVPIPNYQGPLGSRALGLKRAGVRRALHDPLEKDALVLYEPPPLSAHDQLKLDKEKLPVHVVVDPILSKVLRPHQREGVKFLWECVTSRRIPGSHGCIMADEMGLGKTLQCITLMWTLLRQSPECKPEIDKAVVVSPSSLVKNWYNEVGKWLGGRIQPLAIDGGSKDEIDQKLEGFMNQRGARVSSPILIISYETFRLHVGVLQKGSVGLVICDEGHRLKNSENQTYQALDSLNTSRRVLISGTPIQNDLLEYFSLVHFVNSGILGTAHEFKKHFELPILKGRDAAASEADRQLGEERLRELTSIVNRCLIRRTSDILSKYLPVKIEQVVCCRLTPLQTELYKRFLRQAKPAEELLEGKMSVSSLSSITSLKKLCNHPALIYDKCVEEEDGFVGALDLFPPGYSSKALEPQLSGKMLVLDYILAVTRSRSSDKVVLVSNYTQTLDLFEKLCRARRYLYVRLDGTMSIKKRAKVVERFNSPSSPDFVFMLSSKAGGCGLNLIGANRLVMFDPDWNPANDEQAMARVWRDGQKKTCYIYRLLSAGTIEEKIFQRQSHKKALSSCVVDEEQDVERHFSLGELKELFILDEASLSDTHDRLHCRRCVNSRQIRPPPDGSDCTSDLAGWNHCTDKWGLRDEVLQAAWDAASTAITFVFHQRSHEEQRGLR
# CASP6 VEID inh – inhibitors of human caspase-6 | P55212 | purified caspase-6, Z-VEID-R110 cleavage fluorescence | inhibition, % at 12.5 µM | 0.53% of 350,000 active;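 active means mean inhibition across replicates at least about 35%, with every replicate also reaching that limit, limit read from the data; inconclusive means only one of the two criteria met; inactive means neither criterion met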;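 further: 0% = median of neutral control wells and 100% = no fluorescence left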
# Target sequence (P55212 24-179 limits assumed): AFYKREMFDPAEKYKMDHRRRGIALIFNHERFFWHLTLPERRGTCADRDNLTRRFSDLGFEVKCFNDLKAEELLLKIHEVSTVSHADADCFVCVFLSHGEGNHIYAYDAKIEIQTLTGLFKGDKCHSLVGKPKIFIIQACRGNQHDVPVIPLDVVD
# Target sequence (P55212 194-293 limits assumed): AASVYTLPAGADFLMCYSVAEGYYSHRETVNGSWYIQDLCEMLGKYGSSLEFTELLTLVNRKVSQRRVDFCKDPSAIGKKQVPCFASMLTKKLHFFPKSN
# E-sel inducer – induces E-selectin expression in human endothelial cells | P16581 | HUVEC E-selectin immunofluorescence imaging; normalized: neutral wells 0, TNF-alpha wells 100 | activation, % at 7.58 µM | 0.37% of 260,000 active | AID 686992;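 active means mean E-selectin-positive cell signal at least 10% of the positive control, reached in at least 60% of replicates, without over 20% cell loss; inconclusive means no rule given, readout overlaps actives, possibly toxicity-flagged; inactive means the rest, including those meeting only one limit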;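 further: in these data hits start at about 27%; measured in HUVEC primary endothelial cells; signal is the percent of cells scored E-selectin positive by PE staining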
#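 Test system: HUVEC; input: 3,000 HUVEC/well; measured by: immunofluorescence imaging; read-out: % PE-positive cells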
# * hit, by the source's call; ? = inconclusive; . = not tested or not shown.
SMILES,INS-1E GSIS act,XiGFP reactiv,DENV2 CPE,RAD52 anneal inh,CFTR F508del cor,RAD54 inh,CASP6 VEID inh,E-sel inducer
O=C(NCCCN1CCOCC1)c1ccc2c(c1)N(Cc1ccccc1)C(=O)c1ccccc1S2=O (centres undefined),16,0.1,-1,0,-1.4,-3,-2,.
C[C@@H]1CCCCO[C@@H](CN(C)CC2CCCCC2)[C@@H](C)CN([C@@H](C)CO)C(=O)c2cc(NC(=O)Cc3ccccc3)ccc2O1,-15,-0.1,-1,-8,-2.0,2,-2,0.0
COc1ccccc1NC(=O)CC12CC3CC(CC(Br)(C3)C1)C2,-15,0.0,3,-11,0.7,1,3,-0.1
CCOc1cc(CN2CCCC(C(=O)c3cccc(C(F)(F)F)c3)C2)ccc1O (centres undefined),-1,-0.3,9,11,0.1,.,2,2.9
O=S(=O)(NC1CCCC1)c1ccccc1Br,9,0.1,20,23,-1.8,-10,-1,.
CNC[C@H]1OCCCC[C@H](C)Oc2ccc(NS(=O)(=O)c3ccc(F)cc3)cc2C(=O)N([C@H](C)CO)C[C@@H]1C,16,0.0,5,-81,-0.7,3,-1,0.5
C[C@@H]1CN([C@H](C)CO)C(=O)CCCn2nncc2CO[C@@H]1CN(C)CC1CC1,5,0.3,-6,2,-0.4,3,3,1.0
CCN(C(=O)COC(=O)c1cnc(C)cn1)C1CCS(=O)(=O)C1 (centres undefined),15,0.4,-6,-6,1.9,0,1,5.0
COC(C(=O)NNS(=O)(=O)c1ccc([N+](=O)[O-])cc1)c1ccccc1 (centres undefined),17,0.0,-2,8,-2.8,-6,4,-0.1
C[C@H]1CN([C@@H](C)CO)C(=O)Cc2cc(NC(=O)Cn3cnnn3)ccc2O[C@H]1CN(C)S(=O)(=O)c1cn(C)cn1,5,0.1,11,-7,-0.5,1,2,-15
COc1c(Cl)cc(Cl)cc1C(=O)Nc1ccc(NC(C)=O)cc1,-3,0.1,11,1,-1.5,.,5,0.2
COc1ccc(/C=C(/NC(=O)c2ccco2)C(=O)NCCc2ccccc2)cc1,4,0.0,-8,-11,-0.5,-7,0,.
C=CCSc1nnc(COc2ccc(=O)n(-c3ccccc3)n2)n1CC,-2,0.0,-1,-14,-8.6,.,-4,-0.1
Cc1cccc(COC(=O)Nc2ccc(NC(=O)c3ccccc3Cl)cc2)c1,5,0.1,0,-9,-2.5,-8,-3,5.1
COc1ccc(NS(=O)(=O)c2csc(C(N)=O)c2)cc1OC,9,0.1,5,-6,.,0,0,0.7

# Part of the list above, limited to CASP6 VEID inh:
SMILES	CASP6 VEID inh
C[C@H]1CN([C@@H](C)CO)C(=O)Cc2cc(NC(=O)Cn3cnnn3)ccc2O[C@H]1CN(C)S(=O)(=O)c1cn(C)cn1	2
CCN(C(=O)COC(=O)c1cnc(C)cn1)C1CCS(=O)(=O)C1 (centres undefined)	1

# Following part.
SMILES,INS-1E GSIS act,XiGFP reactiv,DENV2 CPE,RAD52 anneal inh,CFTR F508del cor,RAD54 inh,CASP6 VEID inh,E-sel inducer
COc1ccc(N(CC(=O)N2CCN(c3ccc(Cl)cc3)CC2)S(=O)(=O)c2c(C)n[nH]c2C)cc1,-32,0.0,2,-2,-0.3,4,2,.
CCCCn1c(N)c(N(CCOC)C(=O)c2c(CC)noc2C)c(=O)[nH]c1=O,24,0.0,7,-31,-0.5,-8,1,1.4
Cc1nnc(SCC2=C(C(=O)O)N3C(=O)C(NC(=O)C(C)n4nc(C(F)(F)F)cc4C)C3SC2)s1 (centres undefined),-14,0.0,10,-26,0.3,.,8,0.1
COc1ccc(CC(=O)NC(C)c2ccc(Cl)c(Cl)c2)cc1S(=O)(=O)N1CCOCC1 (centres undefined),-28,4.6,-5,-13,-6.3,7,-106,0.8
O=C(Nc1cccc(F)c1)N1CCCCN2[C@H](C1)[C@@H](c1ccc(C#Cc3cccnc3)cc1)[C@@H]2CO,-14,0.0,?,-44,0.8,3,1,-0.3
Cc1ccccc1-c1nc(-c2ccccn2)no1,-1,0.0,4,-1,-0.5,.,1,.
COc1ccc(S(=O)(=O)N(C)C[C@H]2Oc3ccc(NC(=O)CCC(F)(F)F)cc3CC(=O)N([C@H](C)CO)C[C@@H]2C)cc1,2,-0.1,16,19,0.6,-2,0,4.0
COc1ccc(C(=O)C[n+]2ccc(N)c(C)c2C)cc1,1,0.0,?,-7,3.3,.,-4,.
O=C(CCN1CCCCC1)NCC[C@@H]1CC[C@H](NC(=O)C2CCC2)[C@H](CO)O1,30,-0.6,-7,-2,-3.0,5,2,0.1
CCOC(=O)C(NC(=O)c1ccccc1F)(Nc1cc(C)on1)C(F)(F)F (centres undefined),12,-0.1,.,.,.,-15,.,0.1
CC(C)C#Cc1cnc2c(c1)C(=O)N([C@@H](C)CO)C[C@@H](C)[C@@H](CN(C)C(=O)Nc1ccc(F)cc1)O2,-23,-1.2,9,11,-0.6,-10,2,-0.1
Cc1ccc(S(=O)(=O)N2C[C@@H]3[C@H]4CC[C@H](C4)[C@@H]3[C@@H](C)[C@@H]2c2ccn([Si](C(C)C)(C(C)C)C(C)C)c2)cc1,-8,-0.1,25*,-14,-1.0,-1,3,-0.1
C/C(N)=C(/C#N)C(=O)COC(=O)c1ccc(OCC2CCCO2)cc1 (centres undefined),1,0.0,10,-13,-0.9,-9,8,0.4
COc1cc(S(=O)(=O)Nc2ccc(C)cc2)ccc1N=Cc1c(C)[nH]n(-c2ccc(C)cc2)c1=O,0,0.1,-4,-22,0.6,.,2,-0.2
Cc1cc(C)c(NC(=O)c2ccccc2N(C)S(C)(=O)=O)c(C)c1,13,.,.,-3,0.1,3,-1,.
COc1ccc(C(=O)NNC(=O)CSc2nnnn2-c2cc(OC)cc(OC)c2)cc1,1,0.1,-7,-14,-2.7,-1,-5,.
CCC(C)c1ccc(N(C(=O)c2ccco2)C(C(=O)NC2CCCC2)c2cccnc2)cc1 (centres undefined),-36,0.4,6,-12,3.0,.,7,.
O=c1[nH]cn[nH]1,11,.,-3,-6,-2.4,2,-8,.
CCOC(=O)C1CCCN(c2c(Nc3ccc(C)c(C)c3)c(=O)c2=O)C1 (centres undefined),1,0.0,?,-11,-2.7,-2,1,0.3
CO[C@H]1CN(C)C(=O)c2cc(NC(=O)NC(C)C)ccc2OC[C@H](C)N(C(=O)C2CCC2)C[C@H]1C,2,-0.1,2,14,-0.9,0,.,-0.1
Cc1cccc(C(=O)Nc2nnc(Cc3ccccc3)s2)c1,3,0.1,-4,-8,-0.2,1,4,.
CC(NS(=O)(=O)c1ccc(Br)cc1)C(=O)NCC1CCCO1 (centres undefined),16,0.1,-4,6,-0.5,-9,2,.
Cc1cccc(C(=O)Nc2ccccc2C(=O)OCc2c(C)noc2C)c1,11,.,.,-9,.,-7,0,.
Cc1nnsc1-c1c(C(=O)O)c(C)nn1-c1ccc(OC(F)(F)F)cc1,14,0.1,0,-21,-1.5,.,1,0.1
CCCn1cc(S(=O)(=O)c2ccc(C)cc2)c(=O)c2cc(OC)ccc21,6,-0.1,-1,-20,-0.9,3,3,.
Cc1ccc(S(=O)(=O)Nc2cccc3c2O[C@@H](CN(C)S(=O)(=O)c2ccc(Cl)cc2)[C@H](C)CN([C@@H](C)CO)C3=O)cc1,9,-1.3,18,-2,-0.8,.,0,0.0
Nc1ccn([C@@H]2O[C@H](C(=O)N3CCN(CCO)CC3)[C@@H](O)[C@H]2O)c(=O)n1,2,0.2,0,-7,2.6,.,-2,?
COc1ccc(NC(=O)C(NC(=O)Cc2cccs2)c2ccc(C)cc2)cc1 (centres undefined),-3,0.0,3,-7,2.6,-1,-7,.
Cc1ccc(-c2cc(C(=O)N3CCOCC3)no2)cc1,0,0.2,4,-5,-1.8,14,0,-0.1
CC(CC(=O)Nc1ccc2c(c1)c(=O)n(C)n2Cc1cccc(C(F)(F)F)c1)C(F)(F)F (centres undefined),.,0.0,9,-21,2.3,-6,.,-0.2
C[C@H]1CN([C@@H](C)CO)C(=O)Cc2cc(NS(C)(=O)=O)ccc2O[C@H]1CN(C)C(=O)Nc1ccc(F)cc1,-4,-0.1,?,-1,-2.0,-3,-2,-2.9
Cc1ccc(S(=O)(=O)NC2(C(F)(F)F)NC(=O)N(c3ccccc3F)C2=O)cc1 (centres undefined),6,-0.1,-3,11,2.5,3,1,0.0
O=C(O)c1csc(-c2ccccc2)n1,-11,-0.1,16,-6,-1.0,0,-2,-0.2
CC1(C(=O)Nc2ccccc2)CCN1C(=O)Cc1ccc(-c2ccccc2)cc1 (centres undefined),-20,0.0,12,8,-0.7,4,-2,0.2
C[C@@H]1CN([C@@H](C)CO)C(=O)c2cc(C3=CCCC3)cnc2O[C@@H]1CN(C)C(=O)C1CCCCC1,6,0.5,-2,-11,-0.3,2,1,-0.1
CC(C)NC(=O)Nc1ccc2c(c1)C(=O)N([C@@H](C)CO)C[C@@H](C)[C@H](CN(C)S(=O)(=O)c1ccccc1)O2,3,-1.0,-2,9,0.4,10,-2,-29
O=C(NC1CC(=O)N(c2ccc(Cl)cc2)C1)N1CCN(C(=O)c2ccco2)CC1 (centres undefined),-1,0.0,-5,7,0.2,.,-7,.
COc1ccccc1NC(=O)Cn1ccn(-c2cccc3ccccc23)c(=O)c1=O,-5,0.0,-1,-7,2.8,1,1,0.3
Cn1c(CNC(=O)CCNC(=O)c2ccc(F)c(F)c2)cc(=O)n(C)c1=O,11,0.1,7,-4,-2.0,6,1,-0.1
CCOC(=O)Cc1csc(NC(=O)C2CCCN(S(=O)(=O)c3cnc[nH]3)C2)n1 (centres undefined),21,-0.2,-2,-17,-1.0,-11,-1,.
COc1ccccc1NC(=O)N1C[C@H](O)COC[C@@H]2O[C@@H](CC(=O)NCCc3ccccc3)CC[C@H]21,7,0.2,9,22,-0.7,-3,1,0.0
CCCCC(=O)N/C(N)=N/c1nc2ccccc2o1,-14,0.0,-2,3,0.0,.,-3,0.1
CCOc1ccc(NC(=O)CN2CCC(n3cnc4cc(F)ccc43)CC2)cc1,-16,0.2,7,-10,1.0,.,-1,.
CCC(=O)N1c2ccccc2NC2=C(C(=O)CC(C)(C)C2)C1c1ccc(O)c(OC)c1 (centres undefined),-6,-0.1,8,-13,-0.5,10,2,-0.2

# Exported as labelled records: part of the list above.
Cn1c(CNC(=O)CCNC(=O)c2ccc(F)c(F)c2)cc(=O)n(C)c1=O
  INS-1E GSIS act = 11; XiGFP reactiv = 0.1; DENV2 CPE = 7; RAD52 anneal inh = -4; CFTR F508del cor = -2.0; RAD54 inh = 6; CASP6 VEID inh = 1; E-sel inducer = -0.1
CC(C)NC(=O)Nc1ccc2c(c1)C(=O)N([C@@H](C)CO)C[C@@H](C)[C@H](CN(C)S(=O)(=O)c1ccccc1)O2
  INS-1E GSIS act = 3; XiGFP reactiv = -1.0; DENV2 CPE = -2; RAD52 anneal inh = 9; CFTR F508del cor = 0.4; RAD54 inh = 10; CASP6 VEID inh = -2; E-sel inducer = -29
